Screening data (PubChem)
CCT chaperon mod – modulators of cytosolic chaperonin (CCT/TRiC) activity. purified chaperonin ATPase assay, HTRF ADP detection, 30 min. activity change, % (test concentration not listed), hits read low. 360,000 tested, 0.3% active. AID 651819; in the data active means activity change below about -30%; further: on the % scale 0 is the no-effect control and ±100 the full control effect
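TRiC at 40 or 20 nM final (batch-dependent) in 30 mM Tris pH 7.4, 100 mM KCl, 5 mM MgCl2, 1 mM DTT, with compound at single 76 uM and 10 uM ATP, 30 min at 37 deg C. ADP detected by HTRF Transcreener, 665/615 ratio.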
EPAC2 ag – agonists of human EPAC2 (RAPGEF4) | Potency, µM (top dose mostly 154 µM), for the others: at the top dose activation, usual class: activators | Q8WZA2 | EPAC2 activation, biochemical qHTS; response scale: 100% = 6.5 mM cAMP response | 360,000 tested, 0.079% active; further: potency means the concentration at half of the fitted maximal effect; nearly all actives have a fitted effect of over 50% in size
Target sequence (Q8WZA2 whole entry, looked up): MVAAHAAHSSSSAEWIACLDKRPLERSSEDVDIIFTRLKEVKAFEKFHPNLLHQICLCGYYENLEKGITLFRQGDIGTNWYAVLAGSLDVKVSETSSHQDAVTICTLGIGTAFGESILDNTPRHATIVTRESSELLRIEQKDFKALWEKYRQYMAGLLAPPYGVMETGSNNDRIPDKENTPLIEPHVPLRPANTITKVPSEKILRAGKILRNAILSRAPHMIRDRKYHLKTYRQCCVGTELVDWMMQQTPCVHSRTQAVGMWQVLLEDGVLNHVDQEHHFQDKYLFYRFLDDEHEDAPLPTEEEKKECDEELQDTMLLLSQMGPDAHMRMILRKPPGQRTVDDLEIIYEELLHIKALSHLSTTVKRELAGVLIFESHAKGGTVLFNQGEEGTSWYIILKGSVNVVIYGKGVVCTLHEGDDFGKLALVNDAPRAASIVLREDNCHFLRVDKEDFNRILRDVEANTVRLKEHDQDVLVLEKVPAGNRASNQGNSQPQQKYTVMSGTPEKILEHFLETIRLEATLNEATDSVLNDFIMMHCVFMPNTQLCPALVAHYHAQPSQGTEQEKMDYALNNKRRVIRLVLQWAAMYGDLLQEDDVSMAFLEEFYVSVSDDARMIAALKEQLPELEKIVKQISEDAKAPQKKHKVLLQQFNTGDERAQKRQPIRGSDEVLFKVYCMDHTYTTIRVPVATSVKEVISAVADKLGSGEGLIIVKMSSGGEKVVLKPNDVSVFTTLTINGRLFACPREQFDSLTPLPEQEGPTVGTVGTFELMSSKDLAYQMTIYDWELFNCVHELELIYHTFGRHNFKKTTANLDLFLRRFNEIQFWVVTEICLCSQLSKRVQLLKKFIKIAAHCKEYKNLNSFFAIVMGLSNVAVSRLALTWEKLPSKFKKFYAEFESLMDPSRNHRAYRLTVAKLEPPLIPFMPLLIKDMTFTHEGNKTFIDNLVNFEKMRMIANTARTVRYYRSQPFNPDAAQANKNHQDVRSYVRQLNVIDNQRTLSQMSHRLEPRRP
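Fluorescence exchange assay: 100 nM EPAC2 with 250 nM RAP1B-BODIPY-GDP and 50 uM GDP; compounds tested as a concentration-titration series (qHTS). Loss of Rap1-bound BODIPY-GDP fluorescence read at 480/540 nm; data normalized to 6.5 mM cAMP.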
Nrf2 block – Nrf2 pathway inhibition. A549 ARE-Fluc reporter, luciferase luminescence, 18-24 h. Potency, µM (doses to about 46 µM), for the others: top-dose activity change, negative = inhibition, hits mostly inhibitors. 360,000 tested, 2.1% active. AID 504444; further: potency means the concentration at half of the fitted maximal effect; on the % scale 0 is the no-effect control and ±100 the full control effect; nearly all actives have a fitted effect of over 60% in size
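Reporter: ARE-Fluc in A549. Exposure: 18-24 h, 37 °C, 5% CO2, 5% FBS OPTI-MEM. Readouts: fluorescent cytotoxicity (CellTiter-Fluor), then luminescent Nrf2 signal after BugLite.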
TGFb SMAD3 inh – blocks TGF-b signaling; HepG2 CAGA-GFP TGF-b/SMAD3 reporter, GFP fluorescence, 18 h; TGF-beta stimulated, 500 pg/mL final; Potency, µM (series often up to 46.1 µM), without a hit: at the top dose activity, negative = inhibition, usual class: inhibitors; 410,000 tested, 1.2% active; further: potency means the concentration at half of the fitted maximal effect; on the % scale 0 is the no-effect control and ±100 the full control effect; nearly all actives have a fitted effect of over 65% in size
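Inhibition of TGF-beta-driven CAGA-GFP reporter expression in HEPG2 cells is measured by cellular GFP fluorescence after 18 h stimulation with 500 pg/mL recombinant TGF-beta in 1% FBS medium at 37 degrees C.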
A549 tox – A549 cytotoxicity, counter-screen for Nrf2 inhibitors; A549 ARE-Fluc cells, CellTiter-Fluor viability, 18-24 h; Potency, µM (titrated, usually from 46 µM), for the others: at the top dose activity change, negative = cytotoxicity, most hits filed as inhibitors; 390,000 tested, 0.16% active; further: potency means the concentration at half of the fitted maximal effect; on the % scale 0 is the no-effect control and ±100 the full control effect
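Cytotoxicity counterscreen: CellTiter-Fluor fluorescence was measured in A549 ARE_Fluc cells after 18-24 h of compound exposure in a concentration series. The subsequent BugLite luminescent read reports ARE-luciferase activity.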
Akt phos inh – Akt phosphorylation inhibition; activity change, % for hits at 50 µM; 360,000 tested, 0.32% active; Neuro2A IGF-stimulated pAkt S473 HTRF, 20 min; active compounds read low; in the data active means activity change below about -80%; inconclusive means mostly about -51% to -80%; further: on the % scale 0 is the no-effect control and ±100 the full control effect
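Single-point screen (50 µM final compound) in Neuro2A cells stimulated 20 min with 6 nM IGF at 37 deg C. After lysis, Ser473-phosphorylated Akt read by HTRF (ex 330 nm, em 615/665 nm) as the 665/615 ratio.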
Mm-Cpn inhibitor – blocks the Methanococcus maripaludis chaperonin Mm-Cpn; purified Mm-Cpn ATPase, ADP Transcreener TR-FRET; Potency, µM (titrated, usually from 76.9 µM), for the others: at the highest dose activity, negative = inhibition, usual class: inhibitors; 330,000 tested, 0.031% active; AID 504842; further: potency means the concentration at half of the fitted maximal effect; on the % scale 0 is the no-effect control and ±100 the full control effect; nearly all actives have a fitted effect of over 80% in size
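Compound-treated chaperonin, 25 nM final, turns over 10 uM ATP at 37°C for 30 min following a 10 min preincubation; ADP generated competes with ADP-d2 for Eu-cryptate antibody, lowering FRET.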
Nrf2 ARE act – Nrf2 pathway activation; AID 624171; AREc32 ARE-luciferase reporter (MCF7-derived line), luminescence, 24 h; 410,000 tested, 0.31% active; Potency, µM (top dose mostly 46.1 µM), for inactives: at the top dose activation, usual class: activators; further: potency means the concentration at half of the fitted maximal effect; % of control where 0% means no effect; nearly all actives have a fitted effect of over 65% in size
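Luminescent ARE reporter assay in AREc32_Fluc cells: overnight plating at 37 deg C, 24 hr compound incubation, Steady-Glo added, 30 min RT before reading.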
EPAC2 antagonist – blocks human EPAC2 exchange factor; AID 720708; 360,000 tested, 0.18% active; Potency, µM (series often up to 114 µM), inactives show top-dose activity, negative = inhibition, usual class: inhibitors; EPAC2 GEF exchange of Rap1B-BODIPY-GDP, fluorescence; further: potency means the concentration at half of the fitted maximal effect; on the % scale 0 is the no-effect control and ±100 the full control effect; nearly all actives have a fitted effect of over 45% in size; many of its hits are not listed in these tables
Active calls of the source: *; i = inactive; ? = inconclusive; / = not tested or not shown; [ ] = dose if it differs, or a comment. Unless noted, the call rests on the fitted dose curve; in most records, active means well fitted curve in the direction sought with a large enough effect; inconclusive means small, poorly fitted or top-dose-only effect, or another doubt; inactive means no such curve, though single readings can be large; an effect the other way counts as inactive or inconclusive. Not all compounds are listed (hit frequency here may not be typical).

SMILES	CCT chaperon mod	EPAC2 ag	Nrf2 block	TGFb SMAD3 inh	A549 tox	Akt phos inh	Mm-Cpn inhibitor	Nrf2 ARE act	EPAC2 antagonist
NC(=O)CC(NC(=O)Cc1cccc2ccccc12)c1ccc(NCCc2ccccc2F)c([N+](=O)[O-])c1 (stereo not given)	0.7	-8%	-20%	?	-17%	i	1%	-0.1%	-4%
COc1ccc(C(c2nnnn2Cc2ccc(F)cc2)N2CCN(c3ccccc3)CC2)cc1 (stereo not given)	-1.1	-4%	/	33%[activator]	-9%	i	0%	-0.1%	-18%
CCOc1ccccc1NC(=O)Nc1c(C)n(-c2ccccc2)c(=O)n1C	-0.6	7%	11%	-8%	9%	i	-1%	-0.4%	6%
Cc1ccc(C(=O)N=c2sccn2C)o1	0.6	-9%	?	-10%	-1%	i	0%	2.3%	3%
O=C(Nc1ccccc1)c1cc2c(-c3ccccc3)nn(-c3ccccc3)c2s1	/	/	?	-1%	-1%	/	/	-0.9%	/
COc1ccc(OC)c2sc(NC(=O)C3COc4ccccc4O3)nc12 (stereo not given)	-1.8	7%	?	-10%	-12%	i	/	2.5%	-7%
CC1CCc2c(sc3ncn(Cc4ccc(C(=O)O)cc4)c(=O)c23)C1 (stereo not given)	1.1	0%	?	8%	1%	i	2%	0.3%	4%
COc1ccc(C(=O)CCC(=O)NCCc2ccccc2F)cc1	2.5	-5%	0%	-24%	-1%	i	2%	-1.4%	8%
COc1ccc(C(=O)NCC(=O)OCC(=O)Nc2ncc(Cl)cc2Cl)cc1[N+](=O)[O-]	-0.1	-13%	?	10%	-2%	i	-1%	-0.1%	1%
C=CCC1(O)CC(c2ccco2)NC(c2ccco2)C1CCC (stereo not given)	-2.6	4%	5%	-9%	/	i	-1%	0.4%	1%
COc1cc(NCCCn2ccc(NC(=O)OCc3ccccc3)nc2=O)cc(OC)c1OC	-3.9	2%	16%	2%	6%	i	/	4.1%	8%
Cc1nc(SCc2cccc(Cl)c2)nc2c1CCCC2	/	/	-12%	-21%	7%	/	/	0.4%	/
O=C(NCc1cccnc1)c1cc(Sc2ccc(F)cc2F)nc2ccccc12	-0.3	-1%	?	-4%	-3%	i	0%	6.4%	3%
NC(=O)c1ccccc1OCC(=O)Nc1ccc2c(c1)OCCO2	2.0	15%	-12%	-8%	3%	i	-1%	1.6%	5%
Cc1ccccc1-c1cc2nc(NCCOc3ccccc3Cl)n(C)c(=O)c2s1	-1.1	7%	/	?	/	i	/	8.0%	-7%
CC(C)(C)NC(=O)CCCSc1nc2ccccc2s1	-0.6	2%	?	-1%	-1%	i	-3%	2.1%	1%
Cn1c2c(c3ccccc31)CCN1CCC[C@]21c1ccccc1	-0.7	20%	5%	-23%	2%	i	0%	3.7%	?
COc1ccc(Cn2c(N)c(C#N)c3nc4ccccc4nc32)cc1	-0.4	13%	-4%	?	18%	i	0%	3.5%	0%
CN(C)CCCNC(=O)c1ccc(/C=N/O)nc1	-0.9	10%	-9%	-14%	-2%	i	-2%	-1.0%	-7%
Cc1ccc(N2CCN(c3ncccc3[N+](=O)[O-])CC2)c(C)c1	1.1	11%	-6%	?	-9%	i	-8%	-0.3%	-7%
O=C(O)c1ccc(S(=O)(=O)c2ccc3c(c2)C(=O)N(CC2CCCO2)C3=O)cc1 (stereo not given)	-2.4	2%	-9%	13%	-8%	i	1%	0.1%	7%
COCCNC(C)C(=O)C12CC3CC(CC(C3)C1)C2 (stereo not given)	0.6	0%	5%	-24%	5%	i	1%	0.3%	-6%
C=CCn1c(-c2ccc(S(=O)(=O)N3CCOCC3)cc2)csc1=Nc1ccccc1	-1.1	7.9µM*	?	-2%	-12%	/	-3%	4.0%	0%
Cc1ccc(C(=O)NCC(c2ccco2)N2CCc3ccccc32)cc1C (stereo not given)	1.7	12%	?	?	-5%	i	-4%	0.7%	6%
S=C(NC1CCCCC1)N1CCc2ccccc2C1	-2.6	6%	?	?	-1%	i	-2%	2.4%	-2%
O=C(N/N=C/c1cc(Br)c(Br)o1)C(O)c1ccccc1 (stereo not given)	0.1	4%	-4%	-10%	1%	i	1%	12%	-8%
CCc1ccccc1NC1Nc2cc(C)nn2S1 (stereo not given)	-0.8	8%	4%	-2%	-8%	i	3%	-0.5%	-12%
O=C(CN1CCN(C(=O)c2cncn2-c2ccccc2)CC1)Nc1ccccc1Cl	-1.3	-3%	8%	-14%	-3%	i	1%	0.3%	7%
CCN(CC(=O)Nc1ccc2c(c1)OCCO2)S(=O)(=O)c1ccccc1	0.3	10%	?	13%	2%	i	-3%	4.3%	1%
CC(C)(C)NS(=O)(=O)c1ccc2nc(NC(=O)c3ccc(N4C(=O)CCC4=O)cc3)sc2c1	2.1	0%	-17%	9%	1%	i	-10%	-0.3%	-4%
CN(C)C(=O)N(CCCN1CCOCC1)Cc1cccc2ccccc12	-0.6	5%	0%	0%	-1%	i	1%	-0.8%	14%
COc1ccccc1NS(=O)(=O)c1cc(C(=O)NCc2ccncc2)ccc1C	1.3	5%	4%	-12%	-9%	i	1%	-0.3%	-8%
CC1=Nc2ccccc2/C1=C/c1sc(=S)n(-c2cccc(C(=O)O)c2)c1O	-0.4	4%	6%	42%[activator]	7%	i	2%	1.5%	?
Cc1scc(C(=O)N/N=C/c2ccco2)c1C	1.9	4%	?	-5%	-4%	i	0%	15%	3%
Cc1cc(C(=O)Nc2c(C)nn(Cc3ccc(Cl)cc3)c2C)no1	0.4	4%	1%	-2%	-3%	i	-1%	3.0%	-1%
CCOCC(=O)Nc1ccccc1C(=O)O	-0.7	-9%	0%	0%	-6%	i	1%	0.4%	10%
CCOC(=O)c1c(C)oc2c1c(C(c1ccccc1)N1CCOCC1)c(O)c1ccccc12 (stereo not given)	-2.8	3%	?	19%	0%	i	4%	12%	-8%
CC(=O)Nc1ccc(S(=O)(=O)N(C)CC(=O)NCCC2=CCCCC2)cc1	-0.4	-1%	-1%	0%	-1%	i	-1%	-0.2%	6%
CCOc1ccc(C(=O)CCC(=O)NN2CCCCC2)cc1	1.8	8%	/	-1%	/	i	/	0.5%	-5%
CCOc1ccc(Oc2ccccc2NC(=O)CCc2nc3ccccc3c(=O)[nH]2)cc1	-1.3	-4%	/	-27%	/	i	/	5.9%	-16%
CCOC(=O)c1c(NC(=O)COC(=O)CCOc2cc(C)ccc2C)sc(C(=O)N(C)C)c1C	1.4	-9%	-3%	4%	-4%	i	/	-0.3%	-16%
CC(C)C(OC(=O)c1cccs1)C(=O)NCc1ccc2c(c1)OCO2 (stereo not given)	0.3	2%	3%	0%	5%	i	2%	-0.7%	-4%
CCOc1ccc(NC2=NC(C(=O)NCc3ccccc3)CC(=O)N2)cc1 (stereo not given)	-2.8	-14%	-17%	-7%	-7%	i	1%	-0.6%	3%
Cc1ccc2c(c1)cc1c(=O)[nH]ncn12	2.5	6%	9%	-2%	-7%	i	-1%	0.2%	16%
CCOC(=O)c1cc(-c2cccc(O)c2)oc1C	1.3	8%	/	/	/	i	/	?	-8%
Cc1ccsc1C(=O)N/N=C/c1ccc([N+](=O)[O-])cc1	-2.3	2%	?	26%	3%	i	0%	0.4%	-7%
Cc1ccc(C)c(S(=O)(=O)N2CCCOC2CNC(=O)C(=O)NCCCn2ccnc2)c1 (stereo not given)	-1.3	1%	-14%	7%	12%	i	-1%	-0.4%	1%
Cc1cccc(NS(=O)(=O)c2c(C)n[nH]c2C)c1	-0.7	8%	?	-1%	0%	i	1%	-0.3%	5%
CCN(c1ccccc1)S(=O)(=O)c1ccc2[nH]c(=O)[nH]c2c1	-1.0	-9%	6%	-10%	3%	i	1%	2.3%	-7%
COc1ccc(OC)c(C2=NOC(C(=O)Nc3ccccc3SC)C2)c1 (stereo not given)	0.4	12%	26%	2%	6%	i	1%	4.8%	-4%
COc1cc(-c2noc(C)c2C(=O)N[C@@H](CO)Cc2ccccc2)cc(OC)c1OC	1.5	4%	8%	18%	-12%	i	/	-0.6%	18%
O=C(C1CCCCC1)N1C[C@@H](n2cc(-c3ccc(F)cc3)nn2)[C@H](O)C[C@@H]1c1ccccc1	1.0	0%	/	-9%	/	i	/	0.2%	-15%
Cc1ccc(NCc2nnc(SCC(=O)N3CCc4ccccc43)n2C)cc1	-0.3	-9%	16%	-27%	8%	i	1%	-0.6%	0%
O=C(CN1C(=O)c2cccc([N+](=O)[O-])c2C1=O)N1CCc2ccccc2C1	-0.5	-2%	/	3%	/	i	/	-0.8%	12%
Cc1ccccc1OCc1n[nH]c(=S)n1-c1cccc(Cl)c1	-0.2	1%	-10%	-8%	1%	i	-2%	1.9%	-20%

Part of the list above, set out differently.
Molecule | CCT chaperon mod | EPAC2 ag | Nrf2 block | TGFb SMAD3 inh | A549 tox | Akt phos inh | Mm-Cpn inhibitor | Nrf2 ARE act | EPAC2 antagonist
CCN(c1ccccc1)S(=O)(=O)c1ccc2[nH]c(=O)[nH]c2c1 | -1.0 | -9% | 6% | -10% | 3% | i | 1% | 2.3% | -7%
COc1ccc(OC)c(C2=NOC(C(=O)Nc3ccccc3SC)C2)c1 (stereo not given) | 0.4 | 12% | 26% | 2% | 6% | i | 1% | 4.8% | -4%
COc1cc(-c2noc(C)c2C(=O)N[C@@H](CO)Cc2ccccc2)cc(OC)c1OC | 1.5 | 4% | 8% | 18% | -12% | i | / | -0.6% | 18%
